PTAP TSG101 blk: qHTS Assay for Iinhibitors of HIV-1 Budding by Blocking the Interaction of PTAP/TSG101 | Tumor susceptibility gene 101 protein (Homo sapiens), Q99816 | Fluorescence polarization, FITC-PTAP peptide / Tsg101 binding | Potency, µM (series often up to 115 µM), for inactives: at the highest dose activity change, negative = inhibition, most hits filed as inhibitors | 340,000 tested, under 10 active; active = well fitted inhibition curve with a large enough effect in the main read-out, with a control signal flat, not every such curve was filed as active; inconclusive = small, poorly fitted or top-dose-only effect, or effect the other way, or a change in a side signal; inactive = no such curve, though single readings can be large or run the other way; also: potency is read from the fitted curve at half-maximal effect; % of control where 0% means no effect
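FP read-out: FITC-PTAP peptide, 50 nM final, binding Tsg101 binding domain, 10 uM final; 20 min, r.t.; 10 mM HEPES pH 7.5, 0.15 M NaCl, 0.01% Tween 20, 3 mM EDTA, 0.1 mM TCEP.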
p53 reactivator: qHTS assay for re-activators of p53 using a Luc reporter. H1299 p53-A138V BP100-luciferase reporter, luminescence, 24 h. Potency, µM (highest dose often 92.2 µM), for the others: at the top dose activity change, positive = activation, most hits filed as activators. 0.063% of 320,000 active; also: potency is read from the fitted curve at half-maximal effect; % of control where 0% means no effect; nearly all actives have a fitted effect of over 45% in size
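p53-null H1299 cells stably carrying temperature-sensitive p53-A138V and a BP100-luciferase reporter were pinned with compounds (4-point, 1:5 series) and held 24 hrs at 37 deg C. Luminescence was read 10 min after detection reagent.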
BRCA1 expr act: qHTS Assay to Identify Small Molecule Activators of BRCA1 Expression; MCF7-BRCA1-FFLuc reporter, luminescence, 48 h; response scale: scaled: vehicle 0%, 10 µM genistein 100%; AID 624202, 2012; 1.1% of 380,000 active; Potency, µM (highest dose often 46.1 µM), without a hit: at the highest dose activation, most hits filed as activators; also: potency is read from the fitted curve at half-maximal effect; nearly all actives have a fitted effect of over 80% in size; some results filed as inactive show a strong effect at the top dose
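Compounds are tested at multiple concentrations on MCF7 BRCA1-luciferase reporter cells seeded at 2000 per well; after 48 h, a single luminescence end-point is taken and curves fitted to the normalized data.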
uPA surface inh: qHTS for Inhibitors of Cell Surface uPA Generation | cell surface uPA generation assay, qHTS | Potency, µM (doses to about 38.3 µM), for the others: top-dose activity change, negative = inhibition, actives largely listed as inhibitors | 0.31% of 330,000 active; active = well fitted inhibition curve with a large enough effect; inconclusive = small, poorly fitted or top-dose-only effect; inactive = no such curve, though single readings can be large or run the other way; tested in mouse RAW 264.7 cells; also: potency is read from the fitted curve at half-maximal effect; % is scaled to controls: 0 for no effect and ±100 for the full control effect; nearly all actives have a fitted effect of over 55% in size
TRPV1 ag: HTS Assay for Compounds that Act as Agonists of the Vanilloid Receptor 1 | 0.19% of 320,000 active | TRPV1-expressing cells, Fluo-8 calcium influx, agonist mode | activation, % at 8.33 µM | AID 540275, 2011 | Transient receptor potential cation channel subfamily V member 1 (Homo sapiens), Q8NER1; in the data active = activation above about 80%; inconclusive = between about 30% and that limit; also: 0% is about no effect
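Fluo-8 calcium influx in TRPV1-expressing cells, kinetic read (ex 480/em 520 nm). Compound added and read 3 min for agonist activity, followed by capsaicin at EC20 final and 2 min further read for enhancement.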
Integrin act MD: qHTS for Activators of Integrin-Mediated Alleviation for Muscular Dystrophy; alpha7betagal myoblasts, beta-gal FDG fluorescence, 48 h; Potency, µM (titrated, usually from 38.3 µM), for inactives: top-dose activation, usual class: activators; 0.064% of 350,000 active;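 also: potency is read from the fitted curve at half-maximal effect; 100% = response of the positive control SU9516; nearly all actives have a fitted effect of over 60% in size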
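alpha7betagal+/- myoblasts (passage 13, 250/well) treated 48 h at 37C with compounds at 1:260 dilution of DMSO stock. Lysed, then beta-galactosidase activity read as FDG fluorescence (ex 480/em 540) after 30 min, with pre-read for autofluorescence.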
S-ASM inh: Inhibitors of Secretory Acid Sphingomyelinase (S-ASM): qHTS; Sphingomyelin phosphodiesterase (Homo sapiens), P17405; placental ASM, HMU-PC fluorogenic substrate, 60 min; Potency, µM (highest dose often 57.5 µM), inactives show at the highest dose activity change, negative = inhibition, usual class: inhibitors; 0.006% of 340,000 active; also: potency is read from the fitted curve at half-maximal effect
Target sequence (P17405 47-631 limits assumed): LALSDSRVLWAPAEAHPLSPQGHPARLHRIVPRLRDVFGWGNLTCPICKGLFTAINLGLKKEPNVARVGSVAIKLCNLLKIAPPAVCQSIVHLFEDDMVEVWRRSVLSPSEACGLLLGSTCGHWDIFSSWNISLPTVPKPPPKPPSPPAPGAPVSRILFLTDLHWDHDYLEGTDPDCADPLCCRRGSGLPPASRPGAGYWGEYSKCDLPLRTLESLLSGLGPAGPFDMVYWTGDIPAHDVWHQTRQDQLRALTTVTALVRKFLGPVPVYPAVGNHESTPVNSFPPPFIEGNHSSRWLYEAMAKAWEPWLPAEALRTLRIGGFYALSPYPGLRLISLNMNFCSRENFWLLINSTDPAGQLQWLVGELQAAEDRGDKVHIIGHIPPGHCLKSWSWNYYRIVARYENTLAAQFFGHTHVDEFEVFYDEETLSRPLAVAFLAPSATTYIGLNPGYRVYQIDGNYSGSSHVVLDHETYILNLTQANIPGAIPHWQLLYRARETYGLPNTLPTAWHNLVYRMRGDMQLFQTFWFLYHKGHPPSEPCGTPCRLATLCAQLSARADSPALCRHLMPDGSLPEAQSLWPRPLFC
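Fluorescence read-out (Ex 386 nm, Em 447 nm) after stopping the reaction at pH 10. Enzyme: ASM from human placenta; substrate HMU-PC0, 9 uM final; 60 min, 37 °C. Compound preincubation 10 min, ambient temperature.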
USP2a inh: qHTS Assay for Inhibitors of Ubiquitin-specific Protease USP2a Using CHOP2 as the Reporter. Potency, µM (highest dose often 38.3 µM), for the others: at the top dose activity change, negative = inhibition, usual class: inhibitors. 0.01% of 330,000 active. USP2 core, Ub-CHOP2 coupled fluorogenic reporter, 485/531. AID 463254, 2010. Ubiquitin carboxyl-terminal hydrolase 2 (Homo sapiens), O75604;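 also: potency is read from the fitted curve at half-maximal effect; plate controls were DMSO wells for no effect and full inhibition by NEM control for full effect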
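Cell-free coupled assay: 10nM USP2 core preincubated 30min RT with compound in Tris-HCl pH 8.0/CaCl2/CHAPS buffer, then 25nM Ub-CHOP2 and 25nM reporter substrate; fluorescence (Ex 485/Em 531) read after 60min RT, normalized to NEM inhibition, concentration-response curves fitted.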
Eya2 phos inh: qHTS Assay for Inhibitors of the Phosphatase Activity of Eya2. Protein phosphatase EYA2 (Homo sapiens), O00167. recombinant Eya2, OMFP fluorescence dephosphorylation (OMFP is methylfluorescein phosphate). Potency, µM (highest dose often 76.9 µM), inactives show at the highest dose activity, negative = inhibition, usual class: inhibitors. 0.006% of 330,000 active. AID 488837, 2010; also: potency is read from the fitted curve at half-maximal effect; % is scaled to controls: 0 for no effect and ±100 for the full control effect
Target sequence (O00167 whole entry, looked up): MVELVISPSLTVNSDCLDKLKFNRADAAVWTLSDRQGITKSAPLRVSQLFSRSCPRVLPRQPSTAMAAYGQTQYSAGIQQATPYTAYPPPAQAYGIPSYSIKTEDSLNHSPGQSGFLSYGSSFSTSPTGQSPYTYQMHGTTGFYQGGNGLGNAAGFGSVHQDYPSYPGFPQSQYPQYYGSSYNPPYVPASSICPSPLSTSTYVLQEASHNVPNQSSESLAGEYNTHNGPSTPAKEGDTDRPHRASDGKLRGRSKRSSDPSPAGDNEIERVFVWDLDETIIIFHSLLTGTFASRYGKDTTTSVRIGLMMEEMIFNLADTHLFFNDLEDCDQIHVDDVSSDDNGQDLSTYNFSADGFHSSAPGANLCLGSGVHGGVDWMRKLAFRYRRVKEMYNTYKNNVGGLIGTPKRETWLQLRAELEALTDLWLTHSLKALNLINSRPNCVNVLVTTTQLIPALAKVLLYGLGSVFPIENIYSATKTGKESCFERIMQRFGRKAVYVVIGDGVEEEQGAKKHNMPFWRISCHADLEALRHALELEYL
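Eya2 (0.2 uM) preincubated 10 min at ambient with compound, then OMFP substrate added at 50 uM; 10 min reaction in 50 mM HEPES pH 7.5, 50 mM NaCl, 5 uM MgCl2, 0.05% BSA, 1 mM DTT. Fluorescence read at Ex 485/Em 525 nm.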
ELG1 genotoxic: qHTS screen for small molecules that induce genotoxicity in human embryonic kidney (HEK293T) cells expressing luciferase-tagged ELG1; HEK293T ELG1-luciferase reporter, luminescence, 16 h; Potency, µM (doses to about 46 µM), for inactives: top-dose activity change, positive = activation, hits mostly activators; 1.3% of 330,000 active; also: potency is read from the fitted curve at half-maximal effect; % of control where 0% means no effect; nearly all actives have a fitted effect of over 60% in size
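Step 1: seed 2,000 HEK293T ELG1-luciferase cells per well. Step 2: add compound or DMSO, incubate 16 hr at 37 °C. Step 3: ONE-Glo, 30 min at room temperature, read luminescence.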
B2AR arrestin: qHTS assay of beta-arrestin-biased ligands of beta2-adrenergic receptor. beta-arrestin recruitment to beta2AR, cell-based reporter. 0.02% of 330,000 active. AID 492947, 2010. Potency, µM (top dose mostly 46.1 µM), without a hit: at the highest dose activation, hits mostly activators;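 also: potency is read from the fitted curve at half-maximal effect; 0% = DMSO controls and full agonism = EC100 isoproterenol or metaproterenol; nearly all actives have a fitted effect of over 65% in size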
Active calls of the source: *; u = inconclusive; x = no result given; [ ] = remark or other dose. Unless noted, calls follow the shape of the dose curve; as a rule, active = well fitted curve in the direction sought with a large enough effect; inconclusive = small, poorly fitted or top-dose-only effect, or another doubt; inactive = no such curve, though single readings can be large; an effect the other way counts as inactive or inconclusive.

SMILES	PTAP TSG101 blk	p53 reactivator	BRCA1 expr act	uPA surface inh	TRPV1 ag	Integrin act MD	S-ASM inh	USP2a inh	Eya2 phos inh	ELG1 genotoxic	B2AR arrestin
CC1CCCN(C(=O)c2cc3c(-c4ccc(Cl)cc4)nn(C)c3s2)C1 (centres undefined)	-5.3%	3.4%	-61.1%	10.2%	10.5	-1.6%	-18.8%	-1.8%	-10.3%	-4.1%	-0.6%
CC(=O)N1CCN(c2ccc(NCc3cccc4ccccc34)cc2)CC1	-0.2%	x	-69.9%	-2.1%	7.1	-24.8%	-5.5%	0.3%	u	-4.5%	-1.2%
COc1ncccc1-c1nnn(-c2ccc(Cl)c(Cl)c2)n1	-4.1%	u	-15.7%	0.4%	4.4	25.8%	-1.4%	2.0%	8.9%	u	-0.5%
CC1CCCC(C)N1/N=C/c1ccccc1F (centres undefined)	-3.4%	0.8%	0.7%	2.2%	-1.5	u	11.6%	1.6%	-20.3%	-0.6%	-0.4%
O=C(c1cc(-c2ccc(F)cc2)nc2ccccc12)N1CCC1	-2.5%	1.6%	-10.0%	-1.7%	x	-14.5%	0.8%	-1.7%	-22.2%	-4.5%	-0.8%
CCC(=O)N1CCc2cc(S(=O)(=O)N3CCc4ccccc43)ccc21	-5.6%	-0.7%	-22.4%	-0.8%	-2.9	0.0%	-0.2%	-0.2%	-1.2%	10.4%	0.2%
COC(=O)c1cc(=O)n(Cc2ccc(OC)c(OC)c2)c(=Nc2ccc(F)cc2)s1	-1.0%	5.3%	-54.8%	4.47µM*	4.8	-11.7%	-4.4%	-5.3%	-5.2%	-5.4%	0.2%
COc1cc(C(C)=O)ccc1OCC(O)CN1CCN(c2ccccc2)CC1 (centres undefined)	-5.8%	6.4%	-13.7%	10.7%	-3.1	20.9%	2.0%	-1.4%	-4.3%	0.0%	-0.7%
O=C(CNC(=O)c1ccco1)OCN1C(=O)c2ccccc2C1=O	-2.8%	-9.1%	5.2%	2.8%	-2.6	8.6%	3.9%	0.0%	-1.0%	2.1%	-0.1%
COc1cc(CC(=O)Nc2ccc(N3CCOCC3)cc2)cc(OC)c1OC	-0.5%	-0.1%	-16.2%	-2.0%	0.1	-12.5%	-0.1%	2.3%	9.1%	-2.3%	0.0%
CCOC(=O)c1cccc(NC(=O)Cn2cnc3c2c(=O)n(C)c(=O)n3C)c1	-5.2%	-9.2%	-2.7%	-2.0%	-4.6	u	-0.9%	2.5%	7.3%	-1.1%	-0.4%
COc1cccc(C2=NN(C(=O)CCCC(=O)O)C(c3cccs3)C2)c1 (centres undefined)	2.9%	2.7%	3.0%	8.5%	-0.4	7.2%	2.5%	0.4%	1.0%	1.5%	-0.2%
CCC(CC)C(=O)Nc1nnc(S(=O)(=O)N2CCCCCC2)s1	0.8%	9.6%	-9.3%	6.9%	14.4	4.2%	-1.5%	0.7%	9.3%	-0.3%	0.3%
CCOc1ccc(/C=C/C(=O)c2ccccc2)cc1	-5.9%	u	12.6µM*	-15.5%	u	-12.3%	26.6%	2.9%	-15.7%	u	0.4%
CCCC(=O)Nc1ccc2c(c1)nc(CN1CCN(C(C)=O)CC1)n2C	-3.6%	2.8%	-12.5%	5.0%	2.0	-42.4%	1.6%	-0.1%	-7.2%	2.3%	-0.1%
CCOC(=O)/C(=C\c1ccccc1)NC(=O)c1ccccc1	-3.4%	-1.3%	11.6%	-10.9%	-2.3	-55.0%[inhibitor]	-0.8%	-7.5%	2.4%	-1.6%	-0.4%
CC(C)C(C)NC(=O)CN1C(=O)NC2(CCCCCC2)C1=O (centres undefined)	-2.1%	-1.8%	0.3%	4.5%	-1.8	-6.6%	7.3%	-1.7%	1.6%	-0.5%	-0.6%
O=C1N(c2ccccc2)C2CS(=O)(=O)CC2N1c1ccc(Br)cc1 (centres undefined)	-5.3%	-6.6%	9.2%	-1.9%	10.1	38.1%	-1.7%	0.8%	-21.9%	-1.2%	-0.2%
CCOC(=O)c1ccc(NC(=S)NCCC2=CCCCC2)cc1	-0.5%	26.5%	-22.6%	4.4%	u	-46.1%[inhibitor]	-4.1%	-8.2%	-6.4%	-3.0%	-0.9%
COc1ccc(/C=N/NC(=O)c2ccccc2O)cc1CSc1ccccn1	-3.0%	22.4%	-11.0%	2.9%	u	16.6%	-13.4%	-13.1%	-4.4%	2.7%	-0.2%

2 records drawn at random from those above:
SMILES	PTAP TSG101 blk	p53 reactivator	BRCA1 expr act	uPA surface inh	TRPV1 ag	Integrin act MD	S-ASM inh	USP2a inh	Eya2 phos inh	ELG1 genotoxic	B2AR arrestin
O=C(c1cc(-c2ccc(F)cc2)nc2ccccc12)N1CCC1	-2.5%	1.6%	-10.0%	-1.7%	x	-14.5%	0.8%	-1.7%	-22.2%	-4.5%	-0.8%
CC1CCCN(C(=O)c2cc3c(-c4ccc(Cl)cc4)nn(C)c3s2)C1 (centres undefined)	-5.3%	3.4%	-61.1%	10.2%	10.5	-1.6%	-18.8%	-1.8%	-10.3%	-4.1%	-0.6%

Going on with the list:
SMILES	PTAP TSG101 blk	p53 reactivator	BRCA1 expr act	uPA surface inh	TRPV1 ag	Integrin act MD	S-ASM inh	USP2a inh	Eya2 phos inh	ELG1 genotoxic	B2AR arrestin
COc1ccc(C(=O)NCCCNC(=O)c2cnccn2)cc1Br	-7.2%	-7.8%	-8.9%	-1.4%	-2.3	1.4%	2.7%	0.1%	-1.7%	4.5%	0.4%
Cc1[nH]c(=O)[nH]c(=O)c1S(=O)(=O)N1CCCC(C(=O)NCc2ccccc2Cl)C1 (centres undefined)	-1.9%	6.2%	-18.5%	3.5%	4.0	31.5%	4.9%	-1.3%	9.2%	2.8%	-0.5%
O=[N+]([O-])c1ccc(N2CCN(S(=O)(=O)c3ccc(Cl)cc3)CC2)cc1NCc1cccnc1	-4.6%	-1.2%	-9.5%	-1.5%	2.7	-5.0%	-3.6%	0.8%	-11.5%	1.8%	0.0%
Cc1c(C(=O)NCc2ccco2)oc2ccc(S(=O)(=O)N3CCC4(CC3)OCCO4)cc12	-10.2%	-4.6%	-9.0%	0.6%	6.8	-14.6%	-1.9%	0.6%	-2.2%	-7.0%	-0.5%
O=C(Nc1ccc(C(=O)N2CCCCC2)cc1)Nc1cccc(Cl)c1	-1.1%	u	104.0%	u	7.9	-26.2%	-14.0%	0.2%	1.3%	13.3%	0.2%
CCOc1ncccc1C(=O)OCC(=O)NCc1ccc2c(c1)OCO2	-0.7%	-4.4%	0.0%	-2.0%	-0.2	3.2%	3.9%	1.1%	19.9%	2.1%	0.1%
CN1C(=O)N(C)C2(CC1(C)C)CC(C)(C)N(C)C(=O)N2C	-4.3%	-4.4%	8.9%	1.9%	-2.6	3.3%	-0.2%	2.2%	17.5%	3.5%	-0.2%
CC(=O)Nc1nonc1-c1nc2ccccc2n1N(C(C)=O)C(C)=O	-5.8%	-0.5%	-20.6%	-1.2%	0.7	-10.1%	-0.2%	3.1%	10.2%	-0.9%	-0.6%
Cc1cc(Cl)c(S(=O)(=O)Nc2cc(S(=O)(=O)N3CCOCC3)ccc2F)cc1OCC(N)=O	-2.2%	-0.7%	1.2%	8.8%	-1.9	13.7%	-4.2%	-0.2%	5.3%	-2.5%	-0.1%
Cc1cc(C)n(C(=O)c2ccc(C)c(F)c2F)n1	-3.2%	-0.3%	0.1%	-2.9%	-11.7	-3.4%	-4.1%	0.8%	-1.6%	-0.2%	0.2%
CCN(CC)CCN(C(=O)c1ccc(N2C(=O)CCC2=O)cc1)c1nc2cc3c(cc2s1)OCO3	x	6.3%	x	x	-1.7	x	x	0.7%	-10.9%	-1.4%	0.0%
O=C(Nc1ccccc1)Nc1ccccc1C(=O)NCCCN1CCOCC1	-2.0%	2.5%	-5.9%	7.2%	3.1	-23.5%	1.9%	4.6%	0.1%	-0.6%	-0.4%
CC1CN(C(=O)c2ccc(COc3ccccc3Cl)o2)CC(C)O1 (centres undefined)	0.4%	-1.7%	-31.9%	-0.2%	-5.8	12.5%	-0.3%	-0.8%	-0.7%	-2.3%	-0.2%

The order is random (roughly 2.6% active in at least one column).
